Screens (PubChem)
RPL19A TOR yeast = yeast TOR pathway RPL19A-GFP modulation. S. cerevisiae RPL19A-GFP strain, flow cytometry, 3 h; hits give low values. percent response vs DMSO, % at 10 µM. 0.3% of 330,000 active;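 active means percent response vs DMSO below 50%; inconclusive means fewer than 70 events counted for the yeast strain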;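 further: median channel GFP fluorescence of the barcoded RPL19A-GFP strain; ratio of sample median GFP to plate DMSO average so 100% = DMSO; lower means less RPL19A-GFP as with rapamycin TOR inhibition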
EBNA-1 inh = blocks EBNA-1 binding to DNA; EBNA-1 DNA binding, fluorescence polarization; inhibition, % at 14.8 µM; 0.34% of 300,000 active; in the data active means inhibition above about 28%
ZTA DNA inh = blocks Epstein-Barr virus ZTA, an EBNA-1 counter-screen. ZTA-DNA binding, fluorescence polarization. AID 2234. P03206. inhibition, % at 11 µM. 0.15% of 320,000 active; in the data active means inhibition above about 33%
proCasp7 act = counter-screen: procaspase-7 (human) activation; activation, % at 8.5 µM; 0.093% of 330,000 active; P55210; recombinant procaspase-7, Ac-DEVD-pNA absorbance 405 nm; D23A/D198A/D206A triple mutant, cannot self-cleave; scale: DMSO 0, 5 µM enzyme 100; AID 463210;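 active means percent activation above the screen-wide mean plus 3 SD, cut at about 25% in these data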
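Assay system: Uncleavable procaspase-7 mutant enzyme; Input: 2 µM procaspase-7 mutant as dispensed; Also added: DEVD-pNA substrate; Medium: Zinc-free HEPES pH 7.4 with 300 mM NaCl, 0.01% Triton X-100; Timing: 1 h compound preincubation, 2 h substrate cleavage, 25 °C; Measured by: Epi-absorbance of released pNA at 405 nm, two timepoints.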
MEP2 TOR yeast = alters MEP2-GFP fluorescence in TOR pathway yeast screen | AID 2016 | 0.51% of 330,000 active | S. cerevisiae MEP2-GFP strain, flow cytometry GFP, 3 h; 100% = DMSO control level | GFP response vs DMSO, % at 10 µM;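 active means GFP response versus DMSO above a set limit, roughly screen mean plus 3 SD, cut at about 180% in these data; inconclusive means fewer than 70 cells counted for a yeast strain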;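 further: median GFP fluorescence of the barcode-gated MEP2-GFP cells per well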
proCasp3 act = activators of human procaspase-3. activation, % at 8.5 µM. 0.11% of 330,000 active. recombinant procaspase-3 D3A, Ac-DEVD-pNA absorbance 405 nm. AID 463141;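 active means activation above the mean of all tested compounds plus 3 SD, cut at about 21% in these data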;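 further: 0% = DMSO alone and 100% = DMSO wells spiked with extra 5 µM PC-3 D3A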
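System: Procaspase-3 D3A mutant. Medium: Zinc-free 300 mM NaCl, 50 mM HEPES, 0.01% Triton X-100. Schedule: 1 h preincubation plus 2 h reaction at 25 °C. Measured by: 405 nm absorbance of p-nitroaniline, reads at 0 and 120 min. Read-out: percent activation relative to control range.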
AHR act = activates the human aryl hydrocarbon receptor; P35869; AHR-responsive luciferase reporter cells, luminescence; activation, % at 5 µM; 2.5% of 320,000 active; AID 2796; in the data active means activation above about 47%;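 further: 0% = vehicle wells and 100% = reference agonist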
LAP4 TOR yeast = yeast TOR pathway LAP4-GFP modulation; S. cerevisiae LAP4-GFP multiplex, flow cytometry GFP, 3 h; median GFP as percent of DMSO wells; GFP response vs DMSO, % at 10 µM; 0.34% of 320,000 active;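 active means GFP response vs DMSO above a set limit, about the screen mean plus 3 SD, cut at about 150% in these data; inconclusive means under 70 cell events counted for the yeast strain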
An asterisk follows results filed as active; ? = inconclusive; nt = not tested or not shown.

SMILES	RPL19A TOR yeast	EBNA-1 inh	ZTA DNA inh	proCasp7 act	MEP2 TOR yeast	proCasp3 act	AHR act	LAP4 TOR yeast
COC(=O)C1=C(C)Nc2nnnn2C1c1ccccc1Cl (stereo not given)	103	-9	-8	2	98	-4	0	101
Cc1ccccc1C1NS(=O)(=O)N=C1N (stereo not given)	105	5	10	8	106	2	6	89
CCCCNC(=S)N1CCn2cccc2C1c1ccccc1 (stereo not given)	98	2	-3	-1	99	1	1	95
CCn1c(SCC(=O)Nc2cc(C)on2)nc2c1c(=O)n(C)c(=O)n2C	99	-4	-6	16	99	-2	5	98
COCCNC(=O)CN(C(=O)CCC(=O)Nc1cc(C)on1)c1ccccc1C	96	-16	-4	16	101	3	2	92
O=C(N/C(=C\c1ccccc1)C(=O)N1CCCCC1)c1ccco1	100	6	-13	3	99	-4	-2	92
O=C(NCC(=O)N(c1ccc(F)cc1)C(C(=O)NC1CCCC1)c1cccnc1)c1cccs1 (stereo not given)	96	-12	1	5	100	-2	8	97
CCOc1ccc(NC(=O)CN(C)C(=O)CCCOc2ccc(Br)cc2)cc1OCC	102	-11	-1	7	102	-4	6	121
COc1ccc(-c2c(C)nc(N)nc2-c2ccc(OCc3ccc(C)cc3)cc2O)cc1OC	103	13	-11	-2	103	-4	4	102
Fc1cccc(NC(=S)NCc2cccnc2)c1	nt	0	-10	-5	nt	0	2	nt
Cc1cc(S(=O)(=O)N2CC(=O)N(CCc3ccccc3)C(=O)C2)ccc1F	108	-4	5	-5	107	0	13	114
CCN(CC)S(=O)(=O)c1ccc(O)c(NC(=O)CN2CCc3ccccc3C2)c1	99	-11	-1	-6	96	-2	2	95
O=C(Nc1ccc(Br)cc1)C1CCC(=O)N1Cc1ccccc1Cl (stereo not given)	nt	-6	4	5	106	-6	6	102
Brc1ccc(C2=CC(c3ccco3)n3ncnc3N2)cc1 (stereo not given)	108	-11	10	-13	126	-4	96*	107
Cc1c(C(=O)N2CCC(C)CC2)oc2ccc(S(=O)(=O)N3CCC4(CC3)OCCO4)cc12	98	-5	-6	2	105	4	1	102
COc1ccc(CN(C)C(=O)c2ccc(NS(=O)(=O)c3ccccc3)cc2)c(OC)c1	103	-7	-16	4	114	4	0	105
O=C(CCCN1C(=O)c2ccccc2C1=O)NCCN1C(=O)S/C(=C\c2cccs2)C1=O	104	-12	-4	5	125	3	4	111
O=C(c1c[nH]c2ccccc12)C(F)(F)F	96	-1	2	5	99	-6	15	109
O=C(COC(=O)C1CC1)NC(=O)NCc1ccccc1	104	3	4	2	111	0	-2	112
CN(C)S(=O)(=O)c1ccc(NC(=O)CN2CCCc3ccccc32)cc1	101	5	20	3	102	3	6	105
COc1ccc(N(CCC#N)C(=O)/C(C#N)=C\c2cccs2)cc1	102	-9	-6	7	108	17	-1	113
COc1cc(/C=N/n2cnnc2-n2nc(C)cc2C)cc([N+](=O)[O-])c1O	97	7	20	-4	109	-9	2	107
O=C(COC(=O)/C=C/c1cccs1)Nc1nc(-c2ccccc2)cs1	101	10	-2	1	100	-4	7	95
O=C(NCc1ccco1)C(=O)NCC1OCCN1C(=O)c1ccc(Cl)cc1 (stereo not given)	57	-2	-2	-1	165	1	1	97
CC1(C)C2CCC1(C)C(OC(=O)CNc1ccccc1)C2 (stereo not given)	98	-2	-7	11	97	13	0	102

Filtered by structure, the entries above with fluorine (four)
SMILES	RPL19A TOR yeast	EBNA-1 inh	ZTA DNA inh	proCasp7 act	MEP2 TOR yeast	proCasp3 act	AHR act	LAP4 TOR yeast
O=C(NCC(=O)N(c1ccc(F)cc1)C(C(=O)NC1CCCC1)c1cccnc1)c1cccs1 (stereo not given)	96	-12	1	5	100	-2	8	97
Fc1cccc(NC(=S)NCc2cccnc2)c1	nt	0	-10	-5	nt	0	2	nt
Cc1cc(S(=O)(=O)N2CC(=O)N(CCc3ccccc3)C(=O)C2)ccc1F	108	-4	5	-5	107	0	13	114
O=C(c1c[nH]c2ccccc12)C(F)(F)F	96	-1	2	5	99	-6	15	109

Copied from the list:
CCCCNC(=S)N1CCn2cccc2C1c1ccccc1 (stereo not given) @ EBNA-1 inh = 2
CCN(CC)S(=O)(=O)c1ccc(O)c(NC(=O)CN2CCc3ccccc3C2)c1 @ EBNA-1 inh = -11
COCCNC(=O)CN(C(=O)CCC(=O)Nc1cc(C)on1)c1ccccc1C @ proCasp3 act = 3

More structures follow.
SMILES	RPL19A TOR yeast	EBNA-1 inh	ZTA DNA inh	proCasp7 act	MEP2 TOR yeast	proCasp3 act	AHR act	LAP4 TOR yeast
Nc1ccc(-c2cc3ccccc3oc2=O)cc1	103	-2	0	-9	105	5	-5	86
N#CC1=C(N)Oc2cc(N)ccc2C1c1cccnc1 (stereo not given)	96	-8	5	-11	111	-11	1	122
CCOC(=O)CNc1ncnc2nc[nH]c12	100	3	7	2	94	10	0	100
Cc1ccc(C)c(NC(=O)COC(=O)COc2cccc3c2OC(C)(C)C3)c1	97	4	4	-1	97	6	0	107
O=C(O)c1cccnc1SCC(=O)N1CCCCCC1	102	-3	-2	7	108	-5	-4	112
N#Cc1nc(-c2ccc(F)cc2)oc1NCc1cccc2c1OCO2	99	2	12	1	108	6	25	104
COC(=O)c1c(NC(=O)CCCC(=O)O)sc2c1CCCCC2	98	-5	-1	12	111	2	-5	135
O=C(Nc1ccc2c(c1)OCO2)c1cccc2c1C(=O)N(Cc1cccnc1)C2	97	-13	-2	2	96	-2	-10	94
O=C(c1ccccc1)N1CCCC(C(=O)N2CCCCCC2)C1 (stereo not given)	103	10	-2	2	103	6	0	107
O=C(c1ccc(COc2c(F)c(F)c(F)c(F)c2F)o1)N1CCN(Cc2ccc3c(c2)OCO3)CC1	98	-3	12	-15	96	-4	0	88
CCOc1ccc2nc(NC(=O)C3CCCN(S(=O)(=O)c4c(C)noc4C)C3)sc2c1 (stereo not given)	99	-3	6	-3	105	-2	29	101
CCOC(=O)N1CCN(Cc2nc3c(c(=O)n(C)c(=O)n3C)n2Cc2cccc3ccccc23)CC1	96	-8	8	9	95	3	-1	92
Cc1ccccc1NC(=O)Cn1cnc2c(oc3ccccc32)c1=O	101	-6	1	5	96	0	3	106
COCCNC(=O)/C(C#N)=C1\N=C(N)c2ccccc21	99	1	7	5	108	-2	5	95
Cc1ccccc1-c1nc(SCc2ccccn2)c2c(=O)n(C)c(=O)n(C)c2n1	105	4	-9	0	103	0	1	103
CCOc1cc(C(=O)Nc2ccc3c(c2)OCO3)ccc1OC(F)F	98	2	2	4	99	9	51*	104
CC(C)(C)NC(=O)c1cccc(NC(=O)CSc2ccccc2)c1	98	-7	1	0	106	-2	1	98
O=C(c1ccc(Br)o1)N1CCN(c2ncccn2)CC1	96	-6	14	-12	90	-1	59*	95
COc1cc(SSc2cc(OC)cc([N+](=O)[O-])c2N)c(N)c([N+](=O)[O-])c1	58	-13	-17	-46	83	-30	7	236*
CC1CC(C)CN(C(=O)Nc2ccc(Br)cc2)C1 (stereo not given)	107	-13	6	3	92	-2	2	96
O=C(Nc1ccccc1)NC1(C(=O)N2CCN(C(=O)c3ccco3)CC2)CCCCC1	97	4	-20	10	101	10	1	?
CCOC(=O)c1c(C)n(C)c2cc(Br)c(O)c(O)c12	95	-7	-10	-25	102	-14	4	107
COc1ccc(/C=N/NC(=O)Cn2nc(C)c([N+](=O)[O-])c2C)cc1	101	4	6	-8	102	2	9	100
O=C(CN1C(=O)NC2(CCCc3ccccc32)C1=O)NCc1cccs1 (stereo not given)	103	nt	-17	-12	103	7	-1	102
COc1ccc(CN(C)CC(=O)Nc2c(C)cccc2C)c(OC)c1	105	9	1	0	98	4	0	96
(further entries)
SMILES	RPL19A TOR yeast	EBNA-1 inh	ZTA DNA inh	proCasp7 act	MEP2 TOR yeast	proCasp3 act	AHR act	LAP4 TOR yeast
O=C(Cn1cnc2ccccc2c1=O)OCCCCN1C(=O)c2ccccc2C1=O	101	5	0	0	102	6	-2	117
CCCS(=O)(=O)N1CCN(S(=O)(=O)c2ccccc2)CC1	99	6	-7	7	97	-2	-2	102
N#CCCN(Cc1cccnc1)C(=S)NCc1ccco1	98	-3	2	-19	88	-10	1	87
Cc1cccc(-c2ccc(NC(=O)C3CCN(CC4CC4)CC3)cc2)c1	99	5	-1	6	109	7	-1	94
Cc1c(NC(=O)C(C#N)=C2CCCCC2)c(=O)n(-c2ccccc2)n1C	97	-6	9	-6	99	6	2	104
CCC(=O)c1ccc(OC(=O)c2ccc(Br)o2)cc1	103	-1	-2	1	110	1	5	116
CCN1CCCC1CN(Cc1cc2cc(C)ccc2[nH]c1=O)C(=O)Nc1ccccc1OC (stereo not given)	102	-4	16	-11	105	7	11	107
COc1ccc(C(=O)OCC(=O)NC2CCCC2)cc1OC	109	-6	23	2	119	6	1	108
O=C(N/N=C/c1ccoc1)c1ccc(Br)cc1	104	8	-1	-2	97	0	0	98
CC(C(=O)NCCS(=O)(=O)c1ccc(Cl)cc1)S(=O)(=O)c1ccc(Cl)cc1 (stereo not given)	83	-8	0	5	86	-2	-2	81
CCCS(=O)(=O)N1CCCC(C(=O)NCCN(Cc2ccccc2)C(C)C)C1 (stereo not given)	99	11	-1	2	98	0	0	100
Nc1cc(=O)[nH]c(SCC(=O)Nc2ccccc2-c2ccccc2)n1	97	7	-4	7	99	3	1	94
OCCc1ccccc1	99	2	-6	11	101	-2	-1	104
C=CCOc1ccc(/C=N/O)cc1Cl	109	-1	3	-4	86	8	2	83
O=C(Nc1ccc(-c2n[nH]c(=S)o2)cc1)c1ccccc1	104	-3	-5	-13	108	-4	0	91
CCC(C(=O)N(C(C)C)C(C)C)c1ccccc1 (stereo not given)	101	nt	-6	11	86	9	0	102
Cc1ccc(-n2nc3c(=O)n(CCCC(=O)NCc4ccc(F)cc4)nc(C)c3c2C)cc1	101	4	-3	2	109	6	0	98
CN(C)CCCN(C(=O)c1cc2ccccc2oc1=O)c1nc2c(F)cccc2s1	98	0	-2	1	96	-7	0	92
O=C(C[n+]1cccc2ccccc21)c1ccccc1	95	5	-5	-1	94	-5	34	106
Cc1ccc(-c2csc(NC(=O)CCNC(=O)c3ccc(Cl)cc3)n2)cc1	107	-11	-3	1	108	-3	6	99
CCOC(=O)c1[nH]c2ccc(OC)cc2c1NC(=S)N1CCN(c2cccc(C)c2C)CC1	102	23	6	-16	103	-15	3	99
CCn1c(=O)c2sccc2n(CC(=O)NC2CCCC2)c1=O	99	2	-8	0	105	10	1	100
NC(=O)c1ccc(Nc2ccc([N+](=O)[O-])cc2[N+](=O)[O-])cc1	92	3	-5	-5	90	-7	3	92
N=C1S/C(=C\c2ccc(O)cc2)C(=O)N1c1ccc(F)cc1	94	-11	3	5	99	3	25	108
Cc1cc(Sc2ccc([N+](=O)[O-])cn2)ccc1Br	98	3	0	11	101	-1	0	116
The results go on:
SMILES	RPL19A TOR yeast	EBNA-1 inh	ZTA DNA inh	proCasp7 act	MEP2 TOR yeast	proCasp3 act	AHR act	LAP4 TOR yeast
CCOCCn1c(SCC)nc2c1c(=O)[nH]c(=O)n2C	96	-11	-23	-2	105	-3	3	97
Cn1nc(OCc2ccccc2)ccc1=O	101	-5	-21	10	97	-3	2	102
O=C(CSc1nc2ncccc2[nH]1)Nc1c(F)cc(F)cc1Br	80	1	1	9	118	3	0	94
O=C(Nc1nccs1)C1CC(=O)N(c2ccccc2)C1 (stereo not given)	104	3	9	2	103	-3	-1	93
O=C(Nc1ccc(-c2cnco2)cc1)c1ccc(Cl)cc1	94	-3	3	11	100	-1	-6	111
O=C(NC(=S)Nc1ccccc1N1CCCCC1)c1ccccc1	102	18	9	-5	108	-3	33	84
Cc1c(OCC(=O)N2C[C@H]3C[C@@H](C2)c2cccc(=O)n2C3)ccc2c3c(c(=O)oc12)CCC3	93	-5	-13	-4	102	11	-1	97
